Screening data: PubChem, National Center for Advancing Translational Sciences (NCATS)
Mm-Cpn inhibitor: Inhibitors of TCP-1 ring complex (TRiC) of Methanococcus maripaludis (MmCpn): qHTS; purified Mm-Cpn ATPase, ADP Transcreener TR-FRET; Potency, µM (doses to about 76.9 µM), for the others: at the top dose activity, negative = inhibition, actives largely listed as inhibitors; Chaperonin Mm-Cpn (Methanococcus maripaludis); 0.031% of 330,000 active; active means well fitted inhibition curve with a large enough effect; inconclusive means small, poorly fitted or top-dose-only effect; further: nearly all actives have a fitted effect of over 80% in size
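TR-FRET (320 nm excitation; 590 and 665 nm emission) reports ADP made from 10 uM ATP by 25 nM enzyme; compounds were preincubated 10 min, reaction run 30 min, both at 37°C.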
Numbers without * were called inactive; ? = inconclusive; [ ] = remark or other dose. On the % scale 0 is the no-effect control and ±100 the full control effect; potency means the concentration at half of the fitted maximal effect. Some of the compounds tested, so the mix of outcomes need not match the whole.

Mm-Cpn inhibitor	molecule
1.0%[15.4 µM]	Cc1cc2c(c(=O)o1)C1O[C@](c3ccsc3)(Cc3ccccc31)O2
1.2%	CCOCCOC(=O)COc1ccc(N2C(=O)c3ccccc3C2=O)cc1
0.0%	N#Cc1nc(-c2ccc(OCc3ccccc3Cl)cc2)oc1NCCCn1ccnc1
0.4%	COc1cc2cc(C)c3nnc(SCC(N)=O)n3c2cc1OC
-0.3%	Cc1ccccc1-c1nnc(NC(=O)c2cc3ccccc3oc2=O)s1
-1.2%	COC(=O)c1cc(Br)c(=O)n(-c2ccc(C(C)=O)cc2)c1
3.5%	CC(C)NC(=O)c1ccc(-n2c(=S)[nH]c3ccccc3c2=O)cc1
0.7%	O=C1c2ccccc2C(=O)C12OC(c1ccccc1)C1(C(=O)c3ccccc3C1=O)C2c1cccc([N+](=O)[O-])c1 (stereo unspecified)
-0.2%	O=C(CSc1nc(-c2ccccc2)nc2c1Cc1ccccc1O2)Nc1ccccc1
-0.6%	COc1ccc(N2C(=O)CCC2(C(N)=O)c2ccccc2)cc1 (stereo unspecified)
?	O=C(OCn1ncc(Cl)c(Cl)c1=O)c1ccc(F)cc1
1.4%	CC(C)Sc1n[nH]c2nc3c(c(=O)n12)C1(CCCC1)Cc1ccccc1-3
-0.3%	COc1cccc(-c2c(C#N)c(N)nc3c2c(=O)nc2sccn23)c1
0.3%	COC(=O)/C(=C(/F)SCC(C)=O)C(F)(F)F
-5.0%	Cc1sc2ncnc(Sc3nnc4sc5ccccc5n34)c2c1C
-20.5%	Cc1cc(C)cc(NC(=O)Cn2cc3c(n2)CCCCC3)c1
-2.0%	CCN1CCN(c2ccc(S(=O)(=O)N3CCCCC3)cc2NC(=O)Cc2c(Cl)cccc2Cl)CC1
-0.6%	CCc1nc(SCC(=O)Nc2ccc(Br)cn2)n[nH]1
-13.9%[15.4 µM]	COc1ccc([C@]23Cc4cc(C#N)ccc4C(O2)c2c(cc(C)n(-c4ccccc4)c2=O)O3)cc1
0.0%	CCNC(=O)CC1C(=O)N(c2ccc(OC)cc2)C(=S)N1CCc1ccncc1 (stereo unspecified)
1.0%	CCn1c(C)nc2cc(C(=O)N=Nc3c(O)[nH]c4ccccc34)ccc21
0.0%	Cc1ccn2c(c1)nc(=S)n2C(=O)c1ccco1
1.0%	CCCCNC(=O)C(C1CCCCC1)N(CCN(C)C)C(=O)CCCN1C(=O)NC(c2ccc(-c3ccccc3)cc2)C(C(=O)OCc2ccccc2)=C1C (stereo unspecified)
-2.1%	Cc1ccc(-n2[nH]c(C)c(/C=N/NC(=O)c3cccc([N+](=O)[O-])c3)c2=O)cc1C
2.0%	O=C1Nc2ccc(Cl)cc2[C@@](C#CC2CC2)(C(F)(F)F)O1
0.6%	O=C(Nc1ccccc1)N1CC=C(c2ccccc2)CC1
0.4%	CCOc1ccc2ncc(S(=O)(=O)c3ccccc3)c(N3CCC4(CC3)OCCO4)c2c1
0.9%	N#Cc1cc(NC(=O)c2ccc(F)cc2)c(=O)n2c1[nH]c1ccccc12
-0.2%	CCCOc1ccc(NC(=O)C2OC3OC(C)(C)OC3C3OC(C)(C)OC23)cc1 (stereo unspecified)
-0.4%	COc1ccc(CCNC(=O)C2CCC(CNS(=O)(=O)c3ccccc3)CC2)cc1OC (stereo unspecified)
-27.1%	O=C1CC(c2ccc(F)cc2)Cc2nc(N3CCc4ccccc43)ncc21 (stereo unspecified)
1.1%	O=C(CCNS(=O)(=O)c1ccccc1)N1CCN(C(c2ccccc2)c2ccccc2)CC1
-3.4%	Cn1ccc2cc(-c3ccc4ncnc(NCc5cccnc5)c4c3)ccc21
0.2%	O=C(COC(=O)c1cn(-c2ccccc2)nc1-c1ccccc1)c1ccc([N+](=O)[O-])cc1
-0.6%	CCn1c(C)nc2cc(C(=O)n3cc(C(=O)c4ccccc4O)cn3)ccc21
2.1%	CC(C)CCNC(=O)[C@H](CC(C)C)NC(=O)[C@H]1O[C@@H]1C(=O)O
-4.6%	Cc1ccc2nc3n(c(=O)c2c1)-c1ccc(Cl)cc1C(=O)NC3CC(C)C (stereo unspecified)
-3.5%	Cc1[nH]nc(N)c1N=Nc1ccc(Br)cc1
-0.2%	CN1C(=O)N(C)C2(c3ccccc3)Nn3c(s/c(=C/c4ccccc4F)c3=O)=NC12c1ccccc1 (stereo unspecified)
-0.1%	COc1ccc(S(=O)(=O)N2CCC(N3CCN(c4ccccc4)CC3)CC2)cc1
-4.4%	Cc1ccc(/C=C/C(=O)NCc2ccco2)o1
-0.8%	C=CCn1c(=O)/c(=C2/Sc3cc(OC)ccc3N2C)s/c1=C1\C(=O)N(CC)C(=S)N1C
-2.3%	Cc1nnc(NC(=O)C2C3C=CC(O3)C2C(=O)O)s1 (stereo unspecified)
-1.2%	COc1ccc(CC(NC(C)=O)C(=O)NC2CCN(c3nnnn3-c3ccccc3)CC2)cc1OC (stereo unspecified)
-23.2%	O=c1[nH]c(-c2ccc(Cl)cc2)nc2c1cnn2-c1ccccc1
0.2%	CCOc1ccc(C(C)=O)cc1Cc1c(O)nc(N)[nH]c1=O
-2.5%	O=C(O)c1cc(Cl)c(Cl)cc1C(=O)Nc1cccnc1
-2.1%	CC(=O)Nc1ccc(N2CCc3c(C)c(C#N)c4nc5ccccc5n4c32)cc1
3.4%	CN(C=O)CP(=O)(O)CN1CCCCC1
-1.0%	N#Cc1c(Cl)c(Cl)c2nnc(-c3ccc(Br)cc3)n2c1Cl
-8.2%[15.4 µM]	COc1cc2c(cc1OC)C1O[C@](CCCCN3C(=O)c4ccccc4C3=O)(C2)OC2=C1C(=O)OC1(CCCCC1)C2
0.5%	CC1(c2ccc([N+](=O)[O-])cc2)CC(C)(C)N(C(=O)c2ccccc2)c2ccccc21 (stereo unspecified)
0.3%	N#Cc1ccc(-c2nc3cc(C#N)c(C#N)cc3nc2-c2ccccc2)cc1C#N
2.4%	CN1CCN(c2c(F)cc3c(=O)c(C(=O)O)cn(CCF)c3c2F)CC1
-1.6%	COc1cccc(OCc2nnc(-c3cccs3)o2)c1
-0.9%	Cc1nc2cc(-c3ccccc3)nn2c(C)c1CCC(=O)N1CCN(c2ccccn2)CC1
0.8%	CCn1c(SCc2nnc(-c3ccccc3)o2)nc2c1c(=O)n(C)c(=O)n2C
-2.1%	c1ccc2c(N3CCCCC3)nnc(N3CCCCC3)c2c1
-4.4%	C=CCNc1ccc(N2C(=O)C3CCC(C)CC3C2=O)cc1[N+](=O)[O-] (stereo unspecified)
-0.7%	CCC(NC(=S)NC1CCCCC1)c1ccccc1 (stereo unspecified)

Later entries
Mm-Cpn inhibitor	molecule
-4.9%	N#Cc1c2c(c(N3CCN(c4ccccn4)CC3)n3c1nc1ccccc13)CCC2
2.5%	C/C(=N/NC(=O)C(=O)N/N=C(/C)c1ccccc1)c1ccccc1
-1.5%	CCOC(=O)c1[nH]c2ccc(Br)cc2c1NC(=O)CCN1CCCC(C)C1 (stereo unspecified)
-2.3%	COCCCNC(=O)Cn1nnc(-c2ccc(NC(=O)c3cccnc3)cc2)n1
0.0%	CNc1nc2c(c(=O)[nH]c(=O)n2C)n1CCOC
-0.3%	CCC(=O)N1CCN(c2ccc(NC(=O)c3ccc(-c4ccccc4)cc3)cc2)CC1
-1.1%	Cc1ccc(S(=O)(=O)N2CCCCC2)cc1NC(=O)c1ccc2c(=O)n3c(nc2c1)CCCCC3
-27.9%	N#CC(C#N)=C1NC(N)=C(C#N)C(c2ccccc2)=C1C#N
-1.6%	O=C(COC(=O)CC(c1ccccc1)c1ccccc1)Nc1c(F)cccc1F
-9.0%	COC(=O)[C@H](Cc1ccccc1)NC(=O)O[C@@H]1C(=O)c2cc(OC)ccc2O[C@H]1c1ccc(OC)c(Br)c1
-4.2%	Cc1cc(NC(=O)CN2CC3CC(C2)c2cccc(=O)n2C3)nc2c1c(=O)oc1ccccc12 (stereo unspecified)
-0.5%	O=C(O)/C=C/C(=O)Nc1ccc(Oc2ccc(NC(=O)/C=C/C(=O)O)cc2)cc1
-0.4%	O=C(NCCc1c[nH]c2ccccc12)[C@@H]1C[C@H]1[C@@H](NP(=O)(c1ccccc1)c1ccccc1)c1ccccc1
-0.7%	CCCCNc1n[n+](C)c(-c2cccc(C)c2)s1
-3.7%	COC(=O)[C@@]1(Cc2ccccc2)[C@H]2c3cc(C(=O)N4CCCC4)n(Cc4ccsc4Br)c3C[C@H]2CN1C(=O)c1ccccc1
-0.7%	Cc1ccccc1C(=O)N=c1c(C#N)cc2c(=O)n3cccc(C)c3nc2n1Cc1ccco1
2.1%	Cc1cc(C)nc(Nc2ncn[nH]2)n1
-2.8%	CCCOc1ccc(/C(O)=C2/C(=O)C(=O)N(CCCN3CCOCC3)C2c2ccncc2)cc1 (stereo unspecified)
1.8%	Cc1nnc(C)c2c(C)n(-c3cccc4cccnc34)c(C)c12
6.0%	Cc1cccc(C(=O)NC2CCCc3ccccc32)c1 (stereo unspecified)
2.5%	CC(C)CCNC(=O)c1ccc(-c2ccccc2)cc1
-3.6%	CC(=O)NC(=S)c1c(N)n(Cc2ccccc2)c(=O)n(C)c1=O
1.5%	COc1ccc(O[C@H]2C=C[C@@H](c3ccccc3)O[C@@H]2COC(=O)CC/C(C)=N/O[C@@H](C)c2cc(-c3c(C)cc(C)cc3C)no2)cc1
-5.7%	COc1ccc(C)cc1NC(=O)c1cnc2sccn2c1=O
-24.1%	COc1ccc(Nc2nc(CN3CCOCC3)nc3sc4c(c23)CCC(C)C4)cc1OC (stereo unspecified)
0.7%	CCOC(=O)c1cnn(-c2cc(C)nc3c(-c4ccc(Cl)cc4)c(C)nn23)c1N
1.1%	N#Cc1cccc(NC(=O)COC(=O)c2ccc3c(=O)n4c(nc3c2)CCC4)c1
-4.5%	O=C(Nc1nnc(SCc2c(Cl)cccc2Cl)s1)c1ccc2ncsc2c1
-0.1%	O=[N+]([O-])c1cc(/C=N\Nc2nccs2)ccc1O
0.1%	Cc1ccc(CN2CCc3c(OCC(=O)Nc4cccc(C)c4C)cccc3C2=O)cc1
-4.6%	COc1ccc(/C=C2\SC(=S)N(NC(=O)c3ccncc3)C2=O)cc1OC
-1.0%	COCCn1c(=NC(=O)c2ccc3c(c2)OCO3)c(C#N)cc2c(=O)n3cccc(C)c3nc21
-0.2%	C=CCN=Cc1sc2ccc(OCC)cc2c1O
1.8%	N#Cc1ccc(C23CC4(C2)[C@H](CN(CC2CCCCC2)[C@@H]4c2ccccc2)C3c2ccc(C(F)(F)F)cc2)cc1 (stereo partly specified)
-16.8%	COC(=O)c1ccccc1NC(=O)CN1C(=O)C2CCCN2c2ncc(Cl)cc21 (stereo unspecified)
-1.1%	COc1ccc(C(=O)Cn2c(N3CCOCC3)nc3ccccc32)cc1OC
-1.4%	Cc1ccnc(NC(=O)c2c(O)c3ccccc3n(C)c2=O)c1
0.8%	COC(=O)c1nc(NC(C)=O)n[nH]1
-5.1%	CCC(CC)C(=O)NCCc1cc2ccc(C)c(C)c2[nH]c1=O
-1.1%	CCNc1nc(NCC)nc(Oc2ccc(OCc3ccccc3)nn2)n1
1.2%	CCOc1cc(NC(=O)c2cnccn2)c(OCC)cc1NC(=O)c1cccc(F)c1
-22.0%	O=c1c2c3c(sc2nc2sc(CN4CCCCC4)cn12)CCCC3
1.1%	c1ccc(-c2oc3ncnc(N4CCOCC4)c3c2-c2ccccc2)cc1
0.1%	O=C(COC(=O)c1ccncc1)Nc1cc(Cl)c(Cl)cc1Cl
-1.3%	O=C(c1cnn(C(=O)c2ccc(O)cc2)c1)c1ccccc1O
1.3%	CC(c1ccccc1)C(Cc1nc2ccccc2[nH]1)c1nc2ccccc2[nH]1 (stereo unspecified)
0.6%	COc1ccc(-n2c(SCC(=O)N3CCCC3)nc3ccccc3c2=O)cc1
-4.3%	CCOC(=O)Cn1nc(C)c(NC(=O)COc2ccc(F)cc2F)c1C
-2.0%	O=C(N/C(=C/c1cn(-c2ccccc2)nc1-c1ccccc1)C(=O)N1CCOCC1)c1ccccc1
-3.0%	O=c1c(O[C@@H]2O[C@H](CO)[C@H](O)[C@H](O)[C@H]2O)c(-c2ccc(O)c(O)c2)oc2cc(O)cc(O)c12
0.1%	Cc1ccc2c(Cl)cc(Cl)c(OCC(=O)NCc3ccco3)c2n1

Already shown: an excerpt of the list.
Mm-Cpn inhibitor	molecule
-1.4%	Cc1ccnc(NC(=O)c2c(O)c3ccccc3n(C)c2=O)c1
0.8%	COC(=O)c1nc(NC(C)=O)n[nH]1
-5.1%	CCC(CC)C(=O)NCCc1cc2ccc(C)c(C)c2[nH]c1=O
-1.1%	CCNc1nc(NCC)nc(Oc2ccc(OCc3ccccc3)nn2)n1
1.2%	CCOc1cc(NC(=O)c2cnccn2)c(OCC)cc1NC(=O)c1cccc(F)c1
-22.0%	O=c1c2c3c(sc2nc2sc(CN4CCCCC4)cn12)CCCC3
1.1%	c1ccc(-c2oc3ncnc(N4CCOCC4)c3c2-c2ccccc2)cc1
0.1%	O=C(COC(=O)c1ccncc1)Nc1cc(Cl)c(Cl)cc1Cl
-1.3%	O=C(c1cnn(C(=O)c2ccc(O)cc2)c1)c1ccccc1O
1.3%	CC(c1ccccc1)C(Cc1nc2ccccc2[nH]1)c1nc2ccccc2[nH]1 (stereo unspecified)
0.6%	COc1ccc(-n2c(SCC(=O)N3CCCC3)nc3ccccc3c2=O)cc1
-4.3%	CCOC(=O)Cn1nc(C)c(NC(=O)COc2ccc(F)cc2F)c1C
-2.0%	O=C(N/C(=C/c1cn(-c2ccccc2)nc1-c1ccccc1)C(=O)N1CCOCC1)c1ccccc1
-3.0%	O=c1c(O[C@@H]2O[C@H](CO)[C@H](O)[C@H](O)[C@H]2O)c(-c2ccc(O)c(O)c2)oc2cc(O)cc(O)c12
0.1%	Cc1ccc2c(Cl)cc(Cl)c(OCC(=O)NCc3ccco3)c2n1
